# NCOA2 inhibitor: inhibition of GAL4-SRC2 driven luciferase reporter, primary screen, SRC2 inhibitor project, cell-based, luminescence; Nuclear receptor coactivator 2 (Homo sapiens), Q15596; HEK293 GAL4-SRC2 luciferase reporter; inhibition, % at 9 µM; 370,000 tested, 0.17% active;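 active = inhibition above the mean inhibition of all tested compounds plus 3 SD, set per campaign, cut at about 52% in these data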;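 note: 0% = DMSO treated cells and 100% = cells given Gossypol at 36 µM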
# Vif imaging: HIV Vif self-association inhibitors, primary screen, imaging, HEK293T, single point | HEK293T cells, Vif self-association by quenched fluorescence, 24 h | inhibition, % at 7.49 µM | 340,000 tested, 0.35% active | AID 602346, 2012; in the data active = inhibition above about 50%, passing the limit was not always enough; note: some results filed as inactive read as strong as hits
# NOD2-RIPK2 inh: NOD2-RIPK2 binding disruptors in cells, primary screen, fluorescence, CHO cells, BLA complementation. Receptor-interacting serine/threonine-protein kinase 2 (Homo sapiens), O43353. CCF4 ratio. inhibition, % at 4.98 µM. 360,000 tested, 0.38% active; in the data active = inhibition above about 21%;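 note: 0% = vehicle only and 100% = reference blocker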
# NR2F2 inh: NR2F2 transcriptional activity inhibitors, primary screen, cell-based, luciferase reporter, HEK293T, luminescence. COUP transcription factor 2 (Homo sapiens), P24468. HEK293T NGFI-A luciferase reporter. inhibition, % at 8.6 µM. 370,000 tested, 0.7% active. AID 686940, 2013;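 active = inhibition above a per-plate cutoff, mean inhibition of test wells between control levels plus 3 SD, cut at about 38% in these data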;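 note: cells cotransfected with COUP-TFII expression vector driving the NGFI-A reporter; 0% = median of COUP-TF2 test wells and 100% = reporter-only cells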
# NCOA3 inh: SRC3 coactivator transcriptional activity inhibitors, primary screen, cell-based, luminescence; Nuclear receptor coactivator 3 (Homo sapiens), Q9Y6Q9; HEK293 GAL4-SRC3 luciferase reporter; inhibition, % at 3.6 µM; 360,000 tested, 0.17% active; AID 588352, 2011;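 active = inhibition above a per-campaign cutoff, the mean of all compounds plus 3 SD, cut at about 60% in these data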;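 note: 0% = DMSO-treated cells and 100% = gossypol-treated cells at 36 µM; higher means less SRC3-driven luciferase light from the GAL4 reporter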
# TROY signal inh: inhibitors of TROY-driven NF-kB signaling, primary screen, Q293 LMP1-TROYcd cells, NF-kB luciferase, uHTS; Q293 LMP1-TROYcd NF-kB luciferase reporter, 4 h; inhibition, % at 10 µM; 360,000 tested, 0.98% active; AID 1347056, 2019;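 active = compounds whose plate-normalised and pattern-corrected inhibition of the luciferase reporter signal at the single screening dose is 50% or more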
# SRC1 inh: SRC1 coactivator transcriptional activity inhibitors, primary screen, cell-based, luminescence; 360,000 tested, 0.12% active; AID 588354, 2011; inhibition, % at 3.6 µM; Nuclear receptor coactivator 1 (Homo sapiens), Q15788; HEK293 GAL4-SRC1 luciferase reporter;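 active = inhibition above the campaign mean plus 3 SD, with each screening campaign given its own cutoff, cut at about 60% in these data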;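 note: 0% = DMSO treated cells and 100% = gossypol at 36 µM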
# LMP1 NFkB inh: EBV LMP1-driven NF-kappaB luciferase reporter inhibitors, primary screen, cell-based, luminescence, single point | 350,000 tested, 0.69% active | inhibition, % at 12.5 µM | LMP1-induced NF-kappaB luciferase reporter cells; in the data active = inhibition above about 41%;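 note: 0% = neutral control wells and 100% = reference inhibitor control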
# TLR9-MyD88 block: inhibitors of TLR9-MyD88 association in cells, primary screen, cell-based, CHO, BLA complementation, fluorescence; Toll-like receptor 9 (Homo sapiens) + Myeloid differentiation primary response protein …; CCF4 FRET ratio; inhibition, % at 4.98 µM; 340,000 tested, 0.21% active; AID 504734, 2011;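 active = inhibition above the mean over all tested compounds plus 3 SD, cut at about 21% in these data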;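 note: 0% = DMSO only wells and 100% = clavulanate BLA inhibitor control wells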
# LRH-1 inv ag: LRH-1 (NR5A2) inverse agonists, primary screen, cell-based, luminescence, HEK293T, StAR-luciferase reporter | LRH-1 transfected, 24 h | inhibition, % at 3.6 µM | 360,000 tested, 0.13% active;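 active = inhibition above the mean inhibition of all tested compounds plus 3 SD, cut at about 73% in these data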;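 note: 0% = DMSO wells and 100% = reporter-only cells lacking LRH-1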
# TRAIL sens C8: viability loss with TRAIL in NB7+C8 cells, primary screen, TRAIL sensitizer project, cell-based, ATPlite luminescence. inhibition (viability loss, TRAIL sensitization), % at 10 µM. 360,000 tested, 1% active;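 active = compounds causing at least 50% loss of cell viability in the single-dose screen, relative to plate controls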
# * = called active by the depositor; nt = no result given. This is a subset; the hit share may differ from the screen's.
SMILES,NCOA2 inhibitor,Vif imaging,NOD2-RIPK2 inh,NR2F2 inh,NCOA3 inh,TROY signal inh,SRC1 inh,LMP1 NFkB inh,TLR9-MyD88 block,LRH-1 inv ag,TRAIL sens C8
Cc1ncc(CO)n1Cc1ccc(Cl)cc1,8,9,-8,-24,6,-7,-3,-26,4,17,-23
CCOc1ccc(NC(=S)NNC(=S)Nc2cccc(C(F)(F)F)c2)cc1,-12,13,10,-4,-36,-25,-26,-36,6,-47,3
O=C(Nc1ccccc1F)c1cc(C(=O)Nc2ccccc2F)cc([N+](=O)[O-])c1,-9,2,0,-12,13,-1,-18,4,-8,6,-15
O=C(c1ccccc1)N1CCN(c2cc(Cl)nc3cc(-c4cccc(Cl)c4)nn23)CC1,0,nt,10,-15,-1,-8,-9,7,4,-9,-11
CCOC(=O)C1CCCN(c2c(Nc3cc(C)cc(C)c3)c(=O)c2=O)C1 (stereo unspecified),-20,12,-10,-3,-10,4,2,-8,12,-19,-1
CC(=O)Nc1ccccc1C(=O)N1CCN(Cc2ccc3c(c2)OCO3)CC1,1,-4,3,7,15,20,13,-3,1,-1,-9
CCOc1cc(C2NC(=O)NC(c3ccccc3)=C2C(C)=O)ccc1OCC(N)=O (stereo unspecified),1,-2,-21,-3,23,9,-12,-2,-6,14,-11
CC1OC23CCCCC2C(C#N)(C(=N)O3)C1(C#N)C#N (stereo unspecified),-8,10,-7,-6,7,-2,-1,0,4,24,1
Cc1ccc(S(=O)(=O)N2CCN(c3ccc([N+](=O)[O-])c(Sc4nncn4C)c3)CC2)cc1,-13,0,-10,13,5,5,-9,-3,6,8,2
Cc1ccc(C)c(N2CCN(C(=S)Nc3ccc4nc(N5CCOCC5)cc(C)c4c3)CC2)c1,-6,2,-2,-7,-4,25,-13,33,2,-47,-12
Cc1c(CCC(=O)NCCCn2ccnc2)c(=O)oc2cc3oc4c(c3cc12)CCCC4,12,-2,-19,28,7,-3,-9,0,-12,-17,9
CC(C)c1nnc(NC(=O)c2ccc3c(c2)OCO3)s1,-16,1,1,-56,-57,48,-84,30,-10,-155,26
COCCNC(=O)CNC(=S)N(Cc1ccccc1)Cc1cccnc1,2,-15,2,11,-1,-11,-9,-3,-14,12,0
CC(OC(=O)CCCC(=O)Nc1ccccc1)C(=O)c1ccccc1 (stereo unspecified),-20,7,-1,2,9,-4,-24,0,-3,-7,-8
Cc1ccc(C)c(OCC(O)CN2C(C)CCCC2C)c1 (stereo unspecified),-21,4,1,-2,5,0,-21,-3,-11,5,14
CCOC(=O)C1(C)CCN1C(=O)c1ccc2c(c1)CCO2 (stereo unspecified),-16,-6,4,8,0,-24,7,nt,nt,-10,-8
Cc1c(Cl)c(=O)oc2cc(OCC(=O)NCc3cccs3)ccc12,-4,-3,-9,-15,19,-5,-9,-2,14,23,-5
CCOc1cc(C2C(C#N)=C(N)Oc3n[nH]c(-c4ccncc4)c32)cc([N+](=O)[O-])c1O (stereo unspecified),6,12,-13,17,5,7,-43,11,nt,15,22
CCOC(=O)CC1=C(C(=O)OCC)C(c2ccc(C)o2)C(C#N)=C(N)O1 (stereo unspecified),-38,-5,-3,14,-26,3,-12,-6,-9,-15,12
Cc1ccc(NC(=S)N(Cc2cccs2)Cc2cc3cccc(C)c3[nH]c2=O)cc1,-23,10,-2,-3,10,6,-9,-1,-4,5,22

# Overlap with the part before: two compounds; new compounds follow.
SMILES,NCOA2 inhibitor,Vif imaging,NOD2-RIPK2 inh,NR2F2 inh,NCOA3 inh,TROY signal inh,SRC1 inh,LMP1 NFkB inh,TLR9-MyD88 block,LRH-1 inv ag,TRAIL sens C8
CCOC(=O)CC1=C(C(=O)OCC)C(c2ccc(C)o2)C(C#N)=C(N)O1 (stereo unspecified),-38,-5,-3,14,-26,3,-12,-6,-9,-15,12
Cc1ccc(NC(=S)N(Cc2cccs2)Cc2cc3cccc(C)c3[nH]c2=O)cc1,-23,10,-2,-3,10,6,-9,-1,-4,5,22
Cc1ccc(-c2nc(-c3ccccc3)no2)c(Cl)c1,23,-7,4,32,32,81*,32,40,-6,17,87*
O=C(CP(=O)(CO)CO)c1ccc(Cl)cc1,-5,1,2,-4,17,19,2,-9,10,-20,-8
O=S(=O)(Nc1ccc(S(=O)(=O)N2CCCCC2)cc1)c1ccc(Br)s1,4,10,-1,-3,10,37,7,5,4,-8,5
CC(C)Oc1ccccc1/C=N/NC(=O)C1CC1,-8,-4,-2,0,-5,-10,1,nt,nt,-7,-2
COc1cc2c(oc(=O)c3cc(C)cc(OC)c32)c2c(C3OC(C)C(O)C(C)(O)C3O)ccc(O)c12 (stereo unspecified),-154,10,11,-43,31,11,54,78*,-5,61,45
COc1ccc(NS(=O)(=O)c2cn(C)cn2)cc1OC,0,0,-10,2,-11,5,-17,-5,-12,-10,-7
COc1ccc(CCN2CC(C(=O)N(C)CCc3cn[nH]c3)CCC2=O)cc1 (stereo unspecified),-7,7,-14,-3,-8,-7,0,-1,7,10,-14
O=C(CCC(=O)Nc1ccc(Br)cc1)N/N=C/c1ccccc1O,2,-2,0,18,13,-3,25,14,-1,-17,22
CCOC(=O)C1CCN(c2cc3c(cc2NC(=O)c2ccccc2OCC)n(C)c(=O)n3C)CC1,-24,2,-2,10,16,22,14,4,-4,6,13
CCOc1cc(CNn2cnnc2)cc(Cl)c1OCC(=O)NC(C)(C)C,-32,8,-7,-7,-26,-3,-4,13,-5,0,-10
Cc1nc2nc(-c3cccnc3)[nH]n2c(=O)c1C,-3,0,2,-16,-6,2,17,-2,-1,-2,0
CSc1nnnn1CCn1nnnc1SC,-1,37,2,8,1,6,10,2,1,0,-6
COc1ccc(-c2nnc(SCC#N)o2)cc1,-16,-4,-3,-6,1,-57,-30,1,2,-14,4
Cc1ccc(S(=O)(=O)NCCOc2nc(N3CCOCC3)nc(N3CCOCC3)n2)cc1,2,-6,-3,4,-14,-6,-7,0,-3,-26,7
O=C(CS(=O)(=O)c1ccccc1)Nc1nc(-c2ccccc2)cs1,-18,9,-1,-6,12,-11,-5,15,-2,-24,-11
CCOC(=O)c1sc(NC(=O)Cc2c(F)cccc2Cl)nc1C,8,-3,0,-9,9,-22,9,1,-3,4,1
CC(=O)Nc1ccc(C(=S)NCC2(N(C)C)CCCCC2)cc1,0,2,-4,-12,3,8,7,-8,-7,-1,0
CCC1Oc2ccccc2N(CC(=O)NCCc2ccc(OC)c(OC)c2)C1=O (stereo unspecified),-8,nt,4,8,-1,4,0,0,-8,-20,-11
CC(=O)/C(C#N)=C1\NC(=O)C(Cc2ccccc2)S1 (stereo unspecified),-15,-4,-6,-73,-84,3,-41,8,5,-28,5
COc1ccccc1Nc1nc(N)nc(CSc2nnc(C)s2)n1,-10,nt,-9,-10,-14,-10,-9,-2,2,-12,2
Cc1nc(C)n(C(C)CC(=O)O)n1 (stereo unspecified),-8,7,-1,-1,15,3,4,-1,-1,1,-26
COc1ccccc1CNC(=O)Cn1cccc1,-2,-6,1,2,-8,17,5,2,11,-5,-12
COc1ccc(C(CNC(=O)c2cccc(S(=O)(=O)N3CCCCC3)c2)N2CCCC2)cc1 (stereo unspecified),-4,-2,2,-18,23,-16,12,3,9,22,-4
CC1CCN(C(=O)Cn2ncc3c4ccccc4n(C)c3c2=O)CC1,-33,0,5,12,-13,-19,-34,-14,-8,-8,13
C/C(CC(=O)Nc1cccc(C(F)(F)F)c1)=N\NC(=O)c1cnccn1,-28,-5,-4,-12,-66,-13,-55,4,8,-29,0
C=C1CCC2[C@](C)(CO)[C@H](O)CC[C@@]2(C)[C@@H]1/C=C/C1=CCOC1=O (stereo partly specified),2,-23,2,4,-4,6,-4,12,-8,0,-16
CCCCN1C(=O)CC(N2CCOCC2)C1=O (stereo unspecified),-37,-3,17,-5,-1,11,7,7,-5,5,-16
COc1ccc(C2C(C#N)=C(N)Oc3cc(N)ccc32)cc1OC (stereo unspecified),-3,-3,5,-2,-9,-32,-26,5,-4,-2,-9
CN(C(=O)c1cccc(NC(=O)Cc2cccc(NC(=O)C3CCCN(C(=O)CCc4ccccc4)C3)c2)c1)C1CCC1 (stereo unspecified),12,nt,1,15,-6,34,-25,9,-3,7,3
COc1cccc(NC(=O)CN(C)C(=O)CCNC(=O)c2ccccc2Cl)c1,-23,8,-2,-8,-9,-8,-11,1,-3,5,3
O=C(NCCOc1ccccc1)c1ccccc1F,-75,19,-5,-42,-121,-50,-129,-3,-10,-59,-5
CCCCN1CC[C@H]2C=CC[C@@H](C(=O)Nc3ccc(Cl)c(C(F)(F)F)c3)[C@H]2C1=O,-6,9,5,7,11,20,-2,3,-5,-8,15
CCOC(=O)N1CCN(C(=O)c2csc3c2CCCCC3)CC1,17,5,3,-4,2,-1,4,8,9,3,26
NC(c1ccc(F)c(F)c1)c1nc(-c2ccc3ccccc3c2)cs1 (stereo unspecified),-15,-10,6,-10,-26,-42,-15,nt,nt,-22,4
S=c1ccc2ccccc2[nH]1,-4,40,-6,-8,5,30,4,-1,-2,10,-7
Cc1ccc(-c2onc3ccc(Cl)cc23)cc1,-11,4,6,9,-2,-58,0,7,-8,-1,1
O=C(Nc1ccccc1F)NC1CCCCCCC1,-52,0,-5,-29,-51,-54,-67,-21,1,-76,16
CCN(CC(=O)Nc1cc(Cl)ccc1OC)CC(=O)NC1CCS(=O)(=O)C1 (stereo unspecified),-6,3,3,-4,2,-6,3,-3,3,7,-7
C/C(=N/Nc1ncc(Br)cn1)c1ccc([N+](=O)[O-])cc1,-35,1,-1,-32,-49,-3,-40,10,-3,-94,-16
CCOC(=O)[C@]12CCC=C1N(Cc1ccc(Cl)cc1Cl)C(=O)[C@H](CC(=O)NCCCOC)C2,14,nt,-5,3,nt,10,nt,nt,nt,12,-2
O=C(NCCNC(=O)c1cccs1)c1ccco1,-5,0,-4,-12,0,2,-6,1,-8,-6,7
CN(C)S(=O)(=O)c1cccc(-c2nnc(SCc3cc(Cl)cc4c3OCOC4)n2N)c1,7,-14,-9,11,1,1,-9,3,0,-3,-3
CCOCCOCCC(C(=O)O)P(=O)(c1ccccc1)c1ccccc1 (stereo unspecified),-41,-4,-3,-10,0,10,-8,5,-7,-6,-2
C/C(=N/NC(=O)c1ccc(C(C)(C)C)cc1)c1ccccn1,0,13,-6,8,14,-41,-9,47*,-4,-11,28
N#CCCC1CCCC=C1N(Cc1ccccc1)C(=O)C(Cl)Cl (stereo unspecified),0,-1,-3,-1,8,-13,-3,-5,nt,13,-13
